High-throughput results from PubChem BioAssay.
MsrA act – bovine methionine sulfoxide reductase A activation | purified bovine MsrA, absorbance read-out | activation, % at 10.6 µM | 0.3% of 360,000 active | AID 602163; in the data active = activation above about 7.5%;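 also: 0% = vehicle and 100% = reference activator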
SKN-1 inh – inhibitors of C. elegans SKN-1. AID 624304. inhibition, % at 21.8 µM. C. elegans VP596 Pgst-4::GFP/RFP ratio, acrylamide-induced, 24 h. 0.49% of 360,000 active;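 active = interference check ratio from 0.5 to 1.5 plus GFP to RFP signal ratio inhibition reaching or exceeding a fixed threshold, cut at about 30% in these data, passing the limit was not always enough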; also: some compounds called inactive have numbers as strong as hits
Rin1 Abl inh – blocks binding of human Rin1 to Abl. P00519+Q13671. TR-FRET Rin1/Abl binding, biochemical. 0.4% of 360,000 active. AID 588664. inhibition, % at 7.35 µM; in the data active = inhibition above about 5%, passing the limit was not always enough
eLon inh – E. coli protease La inhibition. purified E. coli Lon protease, fluorescence polarization. inhibition, % at 7.94 µM. 0.42% of 360,000 active; in the data active = inhibition above about 13%, passing the limit was not always enough;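 also: 0% = enzyme with probe and DMSO and 100% = no enzyme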
MsrA inh – bovine MsrA inhibition. AID 651718. purified bovine MsrA, absorbance read-out. 0.75% of 360,000 active. inhibition, % at 15.5 µM; in the data active = inhibition above about 4.5%;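 also: 0% = vehicle wells with enzyme and 100% = reference inhibitor wells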
FAS-TE inh – blocks the thioesterase domain of human fatty acid synthase; P49327; recombinant FAS-TE, OMFH fluorogenic substrate, fluorescence endpoint; inhibition, % at 15 µM; 0.67% of 360,000 active;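 active = compounds whose normalised, plate-corrected inhibition of enzyme fluorescence in the single-dose primary screen is 50% or more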;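 also: 0% = DMSO with enzyme and 100% = substrate without enzyme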
CendR NRP1 mod – alters CendR peptide binding to human NRP-1; O14786; FAM-RPARPAR peptide binding to NRP-1, fluorescence polarization; inhibition, % at 25 µM; 0.85% of 360,000 active;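 active = inhibition or corrected inhibition above about 18%, plus a signal ratio from 0.5 to 1.5, limit read from the data, passing the limit was not always enough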; also: strong numbers were not always called active
MT1-MMP act inh – MT1-MMP (human) activation inhibition. HT1080 RFP-PRO-GFP cells, GFP/RFP ratio fluorescence, overnight; percent of plate control window, DMSO zero. GFP/RFP ratio change, % at 20 µM. 0.061% of 360,000 active. P50281;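 active = GFP/RFP ratio change of at least 30% with cell ATP level not reduced by more than half and red fluorescence within 50% of control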; also: strong numbers were not always called active
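Assay system – RFP-PRO-GFP reporter HT1080 cells · Compound dosing – single dose of 20 µM compound, 1% DMSO final · Incubation – overnight compound exposure at 37 °C · Measure – GFP/RFP fluorescence ratio · Benchmarks – DMSO wells and RFP-L50D-GFP cells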
Neddyl block – blocks human cullin neddylation; P61081+Q13564; TR-FRET cullin neddylation, biochemical; calls only at 25 µM; 0.58% of 360,000 active; in the data active = inhibition above about 36%
An asterisk follows results filed as active; i = inactive; . = no result given.

Preview, five compounds:
SMILES	MsrA act	SKN-1 inh	Rin1 Abl inh	eLon inh	MsrA inh	FAS-TE inh	CendR NRP1 mod	MT1-MMP act inh	Neddyl block
CCN(Cc1ccccc1)C(=O)c1cccc(OC2CCN(C(=O)C3CC3)CC2)c1	-0.9	1.0	-0.7	1.5	0.3	-0.5	10.3	-1.1	i
C=CCNCCOCCOc1ccc(C)cc1[N+](=O)[O-]	-2.6	-1.0	-5.4	-0.8	-0.4	-4.0	-4.0	-3.8	i
Cc1cccc(NC(=O)CCNS(=O)(=O)c2cc(Br)cnc2N)c1C	-8.3	5.1	1.4	5.1	0.7	4.7	-2.3	-3.4	i
Cc1ccccc1-n1nc2c(c1NC(=O)C(C)(C)C)CS(=O)(=O)C2	-1.9	0.9	2.0	-3.0	0.6	-3.7	-1.4	-1.2	i
CC(C)(C)c1ccc(OCC(=O)NCc2ccco2)cc1	6.7	25.3	2.8	-10.0	-0.2	4.5	0.6	-6.7	i

Main list (from the top)
SMILES	MsrA act	SKN-1 inh	Rin1 Abl inh	eLon inh	MsrA inh	FAS-TE inh	CendR NRP1 mod	MT1-MMP act inh	Neddyl block
CCN(Cc1ccccc1)C(=O)c1cccc(OC2CCN(C(=O)C3CC3)CC2)c1	-0.9	1.0	-0.7	1.5	0.3	-0.5	10.3	-1.1	i
C=CCNCCOCCOc1ccc(C)cc1[N+](=O)[O-]	-2.6	-1.0	-5.4	-0.8	-0.4	-4.0	-4.0	-3.8	i
Cc1cccc(NC(=O)CCNS(=O)(=O)c2cc(Br)cnc2N)c1C	-8.3	5.1	1.4	5.1	0.7	4.7	-2.3	-3.4	i
Cc1ccccc1-n1nc2c(c1NC(=O)C(C)(C)C)CS(=O)(=O)C2	-1.9	0.9	2.0	-3.0	0.6	-3.7	-1.4	-1.2	i
CC(C)(C)c1ccc(OCC(=O)NCc2ccco2)cc1	6.7	25.3	2.8	-10.0	-0.2	4.5	0.6	-6.7	i
COC(=O)N1C2CCCCC2=NN(c2ccccc2)N1C(=O)OC (centres undefined)	-13.5	12.3	-1.1	-3.0	-0.1	-8.2	-11.9	2.3	i
CCCCC[C@@H]1CCCCC[C@@H](O)C[C@@H](O)[C@@H](O)/C=C/C(=O)O1	5.4	-2.1	.	-7.8	-0.7	-6.7	8.8	5.7	i
N=C1CCCN1CC(=O)c1ccc(Cl)cc1	-3.4	5.3	1.5	-2.8	0.4	-8.9	1.8	3.0	i
CCCCNC(=O)C[C@@H]1C[C@@]2(C(=O)OCC)CCCC=C2N(CCC2=CCCCC2)C1=O	.	-0.1	.	.	-0.3	.	4.1	5.0	i
COC(=O)CC1SC(=O)NC1=Nc1ccccc1 (centres undefined)	-3.3	-8.7	-6.9	2.3	-0.6	-8.6	0.3	-3.3	i
COC(=O)CCC1(C(N)=O)CCC(=O)c2ccccc21 (centres undefined)	3.0	8.4	0.7	13.4	0.0	-5.6	3.9	2.6	i
O=C(COc1ccccc1)N=C1SC2CS(=O)(=O)CC2N1c1cccc(F)c1 (centres undefined)	-0.6	12.7	0.8	-4.5	-0.5	-3.4	-4.1	0.5	i
CCOc1ccc(C(C)NC(=O)c2cccnc2OCC)cc1OCC (centres undefined)	-13.7	2.6	-2.0	5.1	0.6	-1.8	-10.6	0.4	i
COc1cc(/C=C/c2ccc3cccc(O)c3n2)cc(Br)c1OC	-3.4	7.6	-0.2	0.0	2.5	15.4	-9.7	0.7	i
COC(=O)c1cc(C)sc1NC(=O)C1C2C=CC(CC2)C1C(=O)O (centres undefined)	-2.2	-1.8	-10.0	-5.9	1.0	-6.8	-17.6	-0.9	i
CC(C)NC(=O)COc1ccc(/C=N/NS(=O)(=O)c2ccccc2)cc1	-1.8	5.2	-0.4	-7.3	1.6	-4.2	-6.8	-5.0	i
CCC(=O)NC(c1ccc(C)cc1)c1ccc2cccnc2c1O (centres undefined)	-0.7	7.1	10.9*	13.0	-0.3	8.2	2.2	6.8	i
O=C(COc1ccccc1)Nc1cc(S(=O)(=O)N2CCOCC2)ccc1N1CCCC1	-3.1	17.1	0.2	-5.3	0.2	0.0	-1.6	-1.5	i
CCN1CCN(c2nc(Nc3ccc(OC)cc3)nc(N)c2[N+](=O)[O-])CC1	-4.2	8.6	-0.9	3.2	0.1	-0.9	-4.8	1.7	i
CCN(c1ccccc1)S(=O)(=O)c1ccc(NC(=S)NC(=O)c2ccc(Br)o2)cc1	1.8	-2.8	0.6	8.9	-0.3	20.1	10.5	2.2	i
O=C(CCCn1c(=O)c2cccn2c2cccnc21)N1CCN(c2ccccc2F)CC1	0.9	4.4	-0.7	-1.3	-0.3	12.4	18.9	2.4	i
Cc1ccc2nccc(C(=O)N3CCCC(N4CCN(c5ccc(F)cc5)CC4)C3)c2c1 (centres undefined)	-5.8	-14.5	0.1	-1.0	-0.1	-0.8	2.6	-0.5	i
COCCCNC(=S)N1CCN(C(c2ccccc2)c2ccccc2)CC1	-0.4	2.3	-0.5	13.0	1.6	7.7	5.6	-6.7	i
COc1ccc(CNC(=O)C[C@H]2C[C@H](C(=O)N(C(C)C)C(C)C)[C@@]3(C)c4[nH]c5cc(CCC(=O)N(C)C)ccc5c4CCN3C2=O)cc1OC	-4.6	-2.5	3.0	-13.5	1.2	-5.0	-1.8	0.9	i
Cc1nn(C(=O)c2ccco2)c(C)c1Br	1.7	-12.9	0.2	-1.7	-0.8	-0.6	-4.5	2.0	i
Other records.
SMILES	MsrA act	SKN-1 inh	Rin1 Abl inh	eLon inh	MsrA inh	FAS-TE inh	CendR NRP1 mod	MT1-MMP act inh	Neddyl block
CCCc1ccc(C(=O)[C@@H]2[C@@H](C(C)=O)N3c4ccc(F)cc4C=C[C@@H]3[C@@]23C(=O)Nc2ccccc23)cc1	-1.2	-0.4	0.2	0.7	-0.5	15.1	-30.1	-19.2	i
CCOC(=O)N1CCN(C(=O)c2ccc(CS(=O)Cc3ccc(C)cc3)o2)CC1 (centres undefined)	-7.8	-12.6	4.5	-1.9	2.0	-2.4	-0.1	2.6	i
O=[N+]([O-])c1cccc2c(Cl)ccnc12	-9.8	2.7	0.4	-8.9	-1.2	4.2	0.5	-0.4	i
CCC(C)NC(=O)c1cn(-c2cccc(C)n2)cn1 (centres undefined)	-1.9	-6.0	0.6	-1.0	-0.2	-1.6	-9.3	-3.0	i
CC1(C)C(=O)OC(C(=O)c2ccc(C(C)(C)C)cc2)C(C)(C)C1=O (centres undefined)	-1.1	17.5	3.6	-10.6	-0.2	12.9	16.2	4.2	i
O=C(Nc1ccc(Cl)cc1)c1cnc(-c2ccccc2)nc1-c1ccccc1	-8.8	-18.4	-5.1	8.4	0.1	5.4	-9.5	-0.3	i
CCOC(=O)NC(=O)CSc1nc(C)cc(C)c1C#N	-7.5	-19.6	2.7	3.0	-1.5	0.2	-6.0	0.8	i
Cc1ccc(NCc2nnc(SCC(=O)NCc3ccco3)n2CC2CCCO2)cc1Cl (centres undefined)	-0.1	1.7	-2.2	-3.3	-1.3	3.5	0.6	1.4	i
C#CCOCCOCCOCCNc1nc(N2CCN(C(=O)[C@H]([C@@H](C)O)n3cc(CCCCN)nn3)CC2)nc(N2CCN(C(=O)[C@H](Cc3ccc(O)cc3)n3cc(CCO)nn3)CC2)n1	-3.0	10.6	1.2	12.3	-1.1	-5.1	22.2*	1.3	i
CCC(CC)C(=O)NCCc1ccc(F)cc1	-3.8	8.5	-0.8	6.0	-0.8	-2.9	-9.9	-0.9	i
COc1ccccc1C(=O)Nc1onc(C)c1C#N	-5.6	-1.6	0.6	6.6	0.8	-3.8	19.8*	-5.4	i
Cc1c(NC(=O)COc2ncnc3c(Cl)cc(Cl)cc23)c(=O)n(-c2ccccc2)n1C	-4.7	12.7	-2.1	10.0	0.3	-3.3	4.5	10.5	i
COc1ccc(C(=O)N/C(=C\c2cn(C)c3ccccc23)C(=O)NCCN2CCOCC2)cc1OC	-11.7	-15.2	-2.8	-56.9	4.8*	-5.0	3.5	-10.0	i
Cc1ccc(C2(CCNCc3ccco3)CCOC(C(C)C)C2)cc1 (centres undefined)	-1.5	2.8	0.3	-1.9	-0.1	-2.2	20.3	-2.8	i
COc1ccc(Cl)cc1NC(=O)CCc1nnc2ccc(N3CCC4(CC3)OCCO4)nn12	-3.3	-4.9	3.0	-4.7	0.1	-8.3	-0.3	2.4	i
O=C1CCCN1CC(=O)N1CCCC(N2CCN(c3cccc(Cl)c3)CC2)C1 (centres undefined)	-5.4	2.4	-1.3	-7.8	0.8	-5.5	-16.8	-0.6	i
COc1ccc(NC(=O)c2cc(C3CCCCN3C(=O)c3cc(C(C)(C)C)nn3C)on2)c(C)c1 (centres undefined)	-3.8	1.8	3.2	-4.5	-0.3	2.4	0.1	-6.9	i
CC1CCCCC1NC(=O)CN1CCN(Cc2ccccc2Cl)C1=O (centres undefined)	3.0	3.7	-2.5	-0.7	0.6	-3.8	-13.4	4.1	i
COc1ccc(S(=O)(=O)Cc2ccc(C(=O)NC3CCCCC3)o2)cc1	-10.0	2.0	-0.8	26.8*	1.0	-4.4	4.8	1.9	i
Cc1nc(NCc2ccco2)c2c(C)c(C)sc2n1	-13.1	-7.6	4.0	-5.8	-0.6	-1.5	4.1	-5.5	i
Cc1ccccc1CNS(=O)(=O)c1ccccc1[N+](=O)[O-]	-2.7	8.3	-1.1	7.7	0.8	6.1	15.4	-1.8	i
COc1ccccc1-c1nnc2n1N=C(c1ccc(O)c(O)c1)CS2	-12.7	4.7	-0.3	8.7	.	-5.3	-68.3	23.2	i
CN(C(=O)c1cccnc1)c1nnc(-c2cccnc2)s1	-1.1	-13.5	2.5	-6.1	0.2	-6.0	8.5	2.7	i
CC(c1ccccc1)c1nnc(N)s1 (centres undefined)	-2.8	-10.5	-0.8	3.1	1.5	-4.6	-8.3	0.6	i
O=C(NNC(=O)c1cc(Br)ccc1Cl)c1csc(N2CCOCC2)n1	-3.8	19.6	3.1	-1.8	0.9	-1.1	3.4	2.6	i

Profiles, quoted from the list. Screens in order: MsrA act, SKN-1 inh, Rin1 Abl inh, eLon inh, MsrA inh, FAS-TE inh, CendR NRP1 mod, MT1-MMP act inh, Neddyl block
CC1(C)C(=O)OC(C(=O)c2ccc(C(C)(C)C)cc2)C(C)(C)C1=O (centres undefined) as listed: -1.1, 17.5, 3.6, -10.6, -0.2, 12.9, 16.2, 4.2, i
CN(C(=O)c1cccnc1)c1nnc(-c2cccnc2)s1 as listed: -1.1, -13.5, 2.5, -6.1, 0.2, -6.0, 8.5, 2.7, i

Following part
SMILES	MsrA act	SKN-1 inh	Rin1 Abl inh	eLon inh	MsrA inh	FAS-TE inh	CendR NRP1 mod	MT1-MMP act inh	Neddyl block
COc1cccc(N2C(=O)Nc3ccc(Br)cc3C2(O)C(=O)NCCN(C)C)c1 (centres undefined)	-9.1	-12.4	1.8	-3.6	0.3	-1.8	2.8	0.4	i
CCCCOc1ccc(C(=O)NCCC(=O)NCCCC(=O)OCC)cc1	-12.0	-19.1	1.5	9.8	1.6	-2.4	5.0	1.0	i
CCCCN=C1NN=C(c2cccc([N+](=O)[O-])c2)CS1	0.6	7.0	-0.8	-5.5	2.2	40.4	13.1	1.4	i
COc1ccc(-c2noc(N3CCCC(C(=O)Nc4ccc(F)cc4F)C3)n2)cc1 (centres undefined)	-1.4	-6.8	-0.7	-5.9	0.6	14.6	-2.6	-4.3	i
Cc1cccc(OCC(=O)Nc2cccc(C(=O)Nc3ccccc3C(=O)O)c2)c1	-8.2	-5.6	-1.1	-9.3	0.1	6.5	-10.6	2.6	i
COc1ccc2cc(C(=O)Nc3c(C)n(C)n(-c4ccccc4)c3=O)sc(=O)c2c1OC	-0.8	15.7	-0.4	-1.2	.	-5.3	4.4	-1.5	i
O=S(=O)(c1ccccc1)c1nc(-c2ccc(F)cc2)oc1NCC1CCCO1 (centres undefined)	-1.4	-11.1	1.8	-3.0	0.0	5.3	15.8	-3.7	i
CCOc1ccc(NC(=O)c2sc3nc(C)nc(N4CCOCC4)c3c2C)cc1	-4.5	-11.1	3.9	-2.9	2.1	3.6	0.2	1.4	i
COc1ccc(CC(=O)OCC(=O)Nc2cccc(Br)c2)cc1	-7.3	0.4	0.3	-5.2	-0.8	-0.6	-4.3	0.4	i

Outcome played no part in choosing rows. Share with any hit: about 4.2%.
